# Screens: PubChem BioAssay, National Center for Advancing Translational Sciences (NCATS)
# Pol iota inh: qHTS for Inhibitors of Polymerase Iota. AID 588590, 2011. hit rate 1% among 390,000. DNA polymerase iota (Homo sapiens), Q9UNA4. Potency, µM (top dose mostly 115 µM), inactives show at the highest dose activity, negative = inhibition, actives largely listed as inhibitors. Pol iota fluorescent replication assay, 10 min; also: potency is read from the fitted curve at half-maximal effect
#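 Pol iota at 10 nM preincubated 15 min with compounds at room temperature; reaction started with fluorescent substrate, 50 nM final. Fluorescence read kinetically at 0 and 10 min; buffer-only wells as negative control.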
# POLH inh: qHTS for Inhibitors of Polymerase Eta. DNA polymerase eta (Homo sapiens), Q9Y253. recombinant Pol eta, fluorescent DNA replication assay. Potency, µM (doses to about 114 µM), inactives show at the highest dose activity change, negative = inhibition, actives largely listed as inhibitors. hit rate 1.2% among 390,000. AID 588591, 2011; also: potency is read from the fitted curve at half-maximal effect; % is scaled to controls: 0 for no effect and ±100 for the full control effect
# Target sequence (Q9Y253 whole entry, looked up): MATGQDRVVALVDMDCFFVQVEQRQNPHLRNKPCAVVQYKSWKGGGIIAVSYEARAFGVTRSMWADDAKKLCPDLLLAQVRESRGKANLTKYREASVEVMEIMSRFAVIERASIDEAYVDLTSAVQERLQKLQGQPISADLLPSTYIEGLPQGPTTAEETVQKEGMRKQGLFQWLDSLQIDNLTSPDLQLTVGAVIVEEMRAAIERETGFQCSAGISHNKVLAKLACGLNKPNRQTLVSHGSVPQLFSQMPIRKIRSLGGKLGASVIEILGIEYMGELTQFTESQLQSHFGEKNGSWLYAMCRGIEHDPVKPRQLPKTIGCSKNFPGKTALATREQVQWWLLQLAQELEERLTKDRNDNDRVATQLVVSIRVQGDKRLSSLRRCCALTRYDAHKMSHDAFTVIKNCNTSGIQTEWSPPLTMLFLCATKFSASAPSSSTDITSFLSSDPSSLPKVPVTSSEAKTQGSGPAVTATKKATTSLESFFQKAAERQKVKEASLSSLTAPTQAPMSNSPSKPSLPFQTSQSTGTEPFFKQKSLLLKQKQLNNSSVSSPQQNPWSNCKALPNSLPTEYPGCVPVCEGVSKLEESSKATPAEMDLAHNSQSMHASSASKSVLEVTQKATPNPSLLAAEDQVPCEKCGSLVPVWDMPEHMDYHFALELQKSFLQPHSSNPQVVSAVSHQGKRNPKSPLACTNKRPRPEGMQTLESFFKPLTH
#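 Fluorescent replication assay: 50 nM final substrate added after a 15 min room-temperature compound preincubation with 10 nM enzyme. Signal taken at 0 min and again at 10 min.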
# Anesthetic bind: qHTS Assay for Identification of Novel General Anesthetics | apoferritin/1-aminoanthracene competitive binding, fluorescence | hit rate 0.074% among 350,000 | Ferritin light chain (Equus caballus), P02791 | AID 485281, 2010 | Potency, µM (doses to about 77.5 µM), inactives show top-dose activity change, negative = displacement, most hits filed as inhibitors; also: potency is read from the fitted curve at half-maximal effect; % is scaled to controls: 0 for no effect and ±100 for the full control effect; nearly all actives have a fitted effect of over 20% in size
#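 Probe: 1-aminoanthracene (50% saturated, PBS). Protein: horse-spleen apoferritin, 10 uM. Incubation: 10 min, room temperature. Detection: 380 nm excitation, 535 nm emission. Analysis: normalized response, four-parameter Hill.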
# POLB inh: qHTS Assay for Inhibitors of DNA Polymerase Beta. P06746. Pol beta primer extension/strand displacement, fluorescence kinetic. Potency, µM (series often up to 114 µM), inactives show top-dose activity change, negative = inhibition, hits mostly inhibitors. hit rate 1.3% among 340,000; also: potency is read from the fitted curve at half-maximal effect; % is scaled to controls: 0 for no effect and ±100 for the full control effect
#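 Human Pol beta at 10 nM; strand-displacement substrate 50 nM final. Compound exposure 15 min at room temperature before start, reaction 10 min at room temperature.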
# Tb PGK inh: qHTS Assay to Find Inhibitors of Phosphoglycerate Kinase; Phosphoglycerate kinase, glycosomal (Trypanosoma brucei brucei), P07378; PGK/GAPDH coupled, Kinase-Glo luminescence, 60 min; Potency, µM (highest dose often 57.5 µM), for the others: at the highest dose activity change, negative = inhibition, hits mostly inhibitors; hit rate 0.043% among 380,000; AID 602233, 2012; also: potency is read from the fitted curve at half-maximal effect; % is scaled to controls: 0 for no effect and ±100 for the full control effect; nearly all actives have a fitted effect of over 60% in size
#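 Recombinant glycosomal PGK reaction used 1,3-bisphosphoglycerate generated in-well by GAPDH (100nM final) in 100mM TEA pH 7.6, 5mM MgCl2, 0.01% Tween-20. After 60 minutes at room temperature, ATP was read by Kinase-Glo Plus luminescence end-point.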
# RXFP1 antagonist: qHTS Assay for Antagonists of the Relaxin Receptor RXFP1 | Relaxin receptor 1 (Homo sapiens), Q9HBX9 | hit rate 0.59% among 350,000 | activity change, negative = inhibition, % at 57.5 µM | HEK293-RXFP1, relaxin-stimulated cAMP HTRF, 30 min; hits give low values;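 active = activity change of -60% or lower, but not beyond a set lower limit; inconclusive = change between -60% and -40%, or beyond the set limit; inactive = change above -40%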; also: % is scaled to controls: 0 for no effect and ±100 for the full control effect
# APE1 inh: qHTS Assay for Inhibitors of the Human Apurinic/apyrimidinic Endonuclease 1 (APE1) | recombinant APE1, TAMRA/BHQ-2 abasic DNA cleavage fluorescence | Potency, µM (series often up to 65.8 µM), without a hit: at the top dose activity change, negative = inhibition, usual class: inhibitors | hit rate 0.35% among 350,000;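 also: potency is read from the fitted curve at half-maximal effect; plate controls were vehicle for no effect and reference inhibitor for full effect; nearly all actives have a fitted effect of over 55% in size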
# Target sequence (P27695 whole entry, looked up): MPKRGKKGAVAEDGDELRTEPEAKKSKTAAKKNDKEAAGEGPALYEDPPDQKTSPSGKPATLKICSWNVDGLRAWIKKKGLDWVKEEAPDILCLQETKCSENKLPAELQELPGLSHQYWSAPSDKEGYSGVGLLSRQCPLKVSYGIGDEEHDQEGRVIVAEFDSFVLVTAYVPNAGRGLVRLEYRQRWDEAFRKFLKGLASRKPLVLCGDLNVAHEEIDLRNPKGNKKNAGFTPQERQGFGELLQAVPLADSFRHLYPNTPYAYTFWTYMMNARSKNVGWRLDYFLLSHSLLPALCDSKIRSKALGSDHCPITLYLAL
#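 Measures dequenching upon AP-site incision of a 5'-TAMRA/3'-BHQ-2 THF-containing duplex, 50 nM; human APE1 0.75 nM after 15 min room-temperature exposure to compound; kinetic three-point read at one-minute spacing.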
# BLM helicase inh: qHTS Assay for Inhibitors of Bloom's syndrome helicase (BLM); AID 2528, 2010; Potency, µM (series often up to 56.1 µM), for the others: at the highest dose activity change, negative = inhibition, hits mostly inhibitors; RecQ-like DNA helicase BLM (Homo sapiens), P54132; recombinant BLM DNA unwinding, fluorescence dequenching; hit rate 0.2% among 350,000;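 also: potency is read from the fitted curve at half-maximal effect; plate controls were vehicle for no effect and no enzyme for full effect; nearly all actives have a fitted effect of over 35% in size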
# POLK inh: qHTS for Inhibitors of Polymerase Kappa. AID 588579, 2011. hit rate 0.53% among 400,000. Potency, µM (highest dose often 107 µM), for inactives: at the highest dose activity, negative = inhibition, actives largely listed as inhibitors. DNA polymerase kappa (Homo sapiens), Q9UBT6. purified Pol kappa, fluorescent DNA synthesis assay, 10 min; also: potency is read from the fitted curve at half-maximal effect; % is scaled to controls: 0 for no effect and ±100 for the full control effect
#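 Kinetic fluorescence readout at 0 and 10 min followed reaction start with substrate at 50 nM final. Beforehand, enzyme (10 nM Pol kappa) stood 15 min with compound at room temperature; buffer-only wells were negative controls.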
# * hit, by the source's call; i = inactive; ? = inconclusive; · = no result given; [ ] = another dose, or the depositor's remark. Unless noted, calls follow the shape of the dose curve; as a rule, active = well fitted curve in the direction sought with a large enough effect; inconclusive = small, poorly fitted or top-dose-only effect, or another doubt; inactive = no such curve, though single readings can be large; an effect the other way counts as inactive or inconclusive.
# Each structure is followed by: Pol iota inh	POLH inh	Anesthetic bind	POLB inh	Tb PGK inh	RXFP1 antagonist	APE1 inh	BLM helicase inh	POLK inh
Cc1nc(-c2ccccc2)sc1-c1nnc(C2CC2)o1
→ 69%[activator]	-1%	-9%	6%	-10%	9	1%	3%	-8%
COC(=O)C1=C(C)NC2=C(C(=O)CCC2)C1c1cccs1 (stereo not given)
→ ·	·	6%	3%	·	·	-2%	-2%	·
O=C(NNC(=O)c1cccnc1)Nc1ccccc1
→ 2%	-1%	-10%	-7%	4%	-7	6%	0%	-1%[60.1 µM]
CC(C)c1ccc(NS(=O)(=O)c2cccc3cccnc23)cc1
→ -19%	-9%	-9%	-1%	-3%	-3	8%	-5%	6%
Cc1c(CN2CCC(CO)(CCOc3ccccc3)CC2)c(=O)n(-c2ccccc2)n1C
→ 55%[activator]	-16%	-3%	-2%	-8%	-5	-8%	-2%	1%
CC(C)(CC(=O)O)CC(=O)Nc1ccc(Oc2ccc(C(C)(C)C)cc2)nc1
→ -8%	13%	-7%	43%	-10%	6	0%	-1%	-7%
Oc1ccc(C[C@H]2CNC(=S)N2CC2CCCN2C[C@H](Cc2ccc(O)cc2)N2C[C@H](Cc3ccccc3)N(CC3CCCCCC3)C2=S)cc1 (stereo not given in full)
→ 2%	-9%	·	·	4%	·	·	·	-14%
Cc1sc2ncn(CC(=O)Nc3cccc(C(F)(F)F)c3)c(=O)c2c1S(=O)(=O)N1CCN(C)CC1
→ 7%	-11%	-11%	0%	0%	·	·	0%	-1%
Cc1ccccc1C(=O)NC1CCN(CC(=O)Nc2ccccc2)CC1
→ 8%	-6%	-5%	28%	-4%	-2	-13%	-6%	2%
Cc1cccc(NC(=S)N2CCCC(c3nc4ccccc4[nH]3)C2)c1 (stereo not given)
→ -12%	0%	-22%	14%	-2%	-1	-14%	-13%	-10%
CCC(CC)C(=O)NCc1ccc(Cl)cc1
→ 19%	-14%	-7%	-1%	i	7	-1%	0%	3%
CC(=O)c1ccc(N2CCN(C(=O)c3ccc4c(=O)n(-c5ccccc5)c(=O)[nH]c4c3)CC2)cc1
→ 10%	-10%	1%	25%	-4%	-4	0%	-9%	-13%
COC(=O)c1ccc(CN2CCC(n3nccc3NC(=O)C3CC3)CC2)cc1
→ 23%	2%	-6%	16%	i	0	16%	-3%	-3%
O=C(CSc1nc2nn(-c3ccccc3)c(=O)c-2c2n1CCCCC2)NCCCc1ccccc1
→ 70%[activator]	-20%	?	-1%	6%	-18	-6%	0%	5%
O=C(N/N=C/c1ccco1)c1cc(Br)ccc1OCc1ccccc1
→ 9%	1%	-6%	-9%	i	-23	3%	0%	4%
Cc1cccc(NC(=O)CSc2nc(C)c(CC(=O)c3ccc(Br)cc3)c(C)c2C#N)c1C
→ 4%	-5%	-8%	11%	5%	8	0%	-10%	-1%
Cc1ccc(CN2C(=O)CC(Nc3ccc(N4CCOCC4)cc3)C2=O)cc1 (stereo not given)
→ -8%	-24%	-9%	-2%	-4%	-2	4%	0%	-11%
CC(C)(C)C(=O)NC(=S)Nc1ccccn1
→ 77%[activator]	-8%	-11%	-7%	-1%	-4	-4%	-1%	-16%
CCOC(=O)N1CCc2c(sc3c2c(=O)n(-c2ccc(F)cc2)c(=O)n3CC(=O)c2ccccc2)C1
→ 23%	7%	-9%	2%	i	1	·	-8%	-6%
O=Cc1ccc(OCC(=O)Nc2ccccc2-c2ccccc2)cc1
→ 150%[activator]	-16%	-5%	9%	-8%	5	6%	-7%	-13%
CC(/C=N/n1c(-c2ccccc2)n[nH]c1=S)=C\c1ccco1
→ -14%	?	-2%	?	-14%	-8	-2%	-7%	-5%
Cc1ccc(C(=O)c2oc3ccccc3c2NC(=O)Cc2coc3ccc(C)cc23)cc1
→ 19%	-24%	-14%	-1%	-5%	-11	·	-4%	0%
COc1ccc(CCC(=O)NCc2ccccc2Cl)cc1OC
→ 26%	-5%	4%	4%	i	9	4%	-2%	-6%
COc1cccc(N2CCN(C3CC(=O)N(c4ccc(Cl)c(Cl)c4)C3=O)CC2)c1 (stereo not given)
→ 3%	-8%	-19%	-23%	-7%	-12	-6%	-7%	-7%
CCOC(=O)C1C(O)=CC(=O)CC1c1ccccc1 (stereo not given)
→ 20%	-14%	·	·	-7%	·	2%	·	-5%
Cc1ccc(-n2nc3c4c(cccc4c2=O)-c2ccccc2-3)cc1
→ 2%	5%	-11%	2%	-1%	-16	0%	-12%	-22%
CCCN=C1N/C(=C\c2ccco2)C(=O)N1c1ccccc1
→ -2%	4%	0%	1%	-8%	-39	1%	-2%	-10%
CCOC(=O)N1CCN(c2nnnn2-c2ccccc2)CC1
→ -9%	-8%	-1%	-3%	i	-8	-3%	1%	-11%
O=C(O)c1ccc(CNCc2ccccc2Cl)s1
→ 15%	-2%	4%	1%	3%	·	·	-1%	-14%
N#Cc1cnn(Cc2ccc(Cl)cc2)c1N
→ 7%	-8%	-3%	1%	i	-16	-2%	-6%	3%

# Just POLK inh, POLB inh and APE1 inh, for some of the entries so far:
Compound	POLK inh	POLB inh	APE1 inh
N#Cc1cnn(Cc2ccc(Cl)cc2)c1N	3%	1%	-2%
CCOC(=O)C1C(O)=CC(=O)CC1c1ccccc1 (stereo not given)	-5%	·	2%

# Taken from above:
# `Cc1ccc(-n2nc3c4c(cccc4c2=O)-c2ccccc2-3)cc1` in Pol iota inh reads 2%
# `CCCN=C1N/C(=C\c2ccco2)C(=O)N1c1ccccc1` in Anesthetic bind reads 0%
# `O=Cc1ccc(OCC(=O)Nc2ccccc2-c2ccccc2)cc1` in BLM helicase inh reads -7%
# `CC(C)(C)C(=O)NC(=S)Nc1ccccn1` in APE1 inh reads -4%
# `CCOC(=O)N1CCN(c2nnnn2-c2ccccc2)CC1` in Anesthetic bind reads -1%

# New compounds follow
# Each structure is followed by: Pol iota inh	POLH inh	Anesthetic bind	POLB inh	Tb PGK inh	RXFP1 antagonist	APE1 inh	BLM helicase inh	POLK inh
CC(C)C(=O)N(c1ccc2oc(=O)sc2c1)S(=O)(=O)c1cccs1
→ 0%	0%	-21%	18%	-10%	-26	1%	-1%	-2%
CN(C(=O)c1ccc(NC(=O)Cc2ccc(NC(=O)C3CCCN(C(=O)c4ccccc4)C3)cc2)cc1)C1CC1 (stereo not given)
→ 34%[activator]	-6%	·	·	0%	·	23%	·	-2%
COc1ccc(S(=O)(=O)Cc2ccc(C(=O)N3CC(C)CC(C)C3)o2)cc1 (stereo not given)
→ 27%	-10%	?	-8%	i	·	44%[activator]	0%	14%
CC1CN(C(=O)[C@@H]2CCCN2S(=O)(=O)c2ccc(Cl)cc2)CC(C)O1 (stereo not given in full)
→ 11%	-16%	·	·	-2%	4	·	·	-9%
Fc1cccc(Cl)c1CSc1nnc(COc2cccc3cccnc23)o1
→ 42%	-17%	18µM*	7%	-2%[11.5 µM]	-6	-3%	-6%	-8%
O=C(Nc1nc2ccc3ccccc3c2s1)c1ccc(N2CCCCC2)c([N+](=O)[O-])c1
→ -1%	-10%	6%	-9%	i	-9	-10%	4%	2%
C/C(=N\NC(=O)c1ccccc1)c1ccc(NC(=O)c2cccs2)cc1
→ 15%	-15%	-14%	-30%[57.1 µM]	i	-2	1%	-2%	0%
CCOC(=O)C1=C(COC(=O)/C=C/c2ccc(C)o2)NC(=O)NC1C (stereo not given)
→ ?	-5%	·	·	-11%	-1	-9%	·	-5%
COCCNC(=O)C(=O)NNS(=O)(=O)c1ccc(Cl)cc1
→ 3%	-18%	-2%	3%	-5%	5	11%	-1%	0%
C/C(=N\NC(=O)c1cccc(S(=O)(=O)N2CCCC2)c1)c1ccc(C)cc1
→ 27%	-4%	·	·	7%	0	-7%	·	-10%
O=C(Nc1ccccc1N1CCN(C(=O)c2ccc(Cl)cc2)CC1)c1cccnc1
→ -8%	-12%	?	-2%	-1%	-6	-2%	-5%	4%
CCOCCCNC(=O)C(NC(=O)CC1NC(=O)NC1=O)c1ccc(Cl)cc1 (stereo not given)
→ 24%	-8%	-5%	18%	i	4	25%	1%	4%
CC(Oc1ccccc1)C(=O)Nc1ccc(S(=O)(=O)N2CCCC2)cc1 (stereo not given)
→ 39%[activator]	?	2%	3%	i	-14	66%[activator]	-10%	2%
CN(C)S(=O)(=O)c1ccc2c(c1)c(=O)c(C(=O)N1CCOCC1)cn2C
→ 6%	-10%	-2%	7%	-3%	·	-3%	2%	1%

# An excerpt; count on the stated rates, not on these rows.
